# Bioassay records (PubChem BioAssay)
# Peg3 imprint – inducers of genomic imprint erasure in mouse ES cells. mouse ES Peg3-LacZ reporter, beta-gal luminescence, 40 h. 0.02% of 110,000 active. Potency, µM (highest dose often 60.7 µM), for inactives: at the top dose activity change, positive = activation, actives largely listed as activators;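 note: 0% = negative control wells on the plate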
#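 Imprint erasure is scored as LacZ activity from the silenced maternal Peg3 allele in feeder-free female ES cells cultured 40 h with LIF. Luminescence is normalized to in-plate negative controls and fitted to the Hill equation.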
# IkB signaling – IkB pathway inhibition in ABC-DLBCL cells; Potency, µM (top dose mostly 57.1 µM), for the others: at the top dose IkBa stabilization activation; 0.04% of 110,000 active; ABC-DLBCL IkBa-CBG/CBR dual luciferase ratio, 4 h; response scale: scaled: untreated 0%, proteasome inhibitor 100%; active = well fitted curve in the direction sought with a large enough effect in the signal ratio, not every such curve was filed as active; inconclusive = small, poorly fitted or top-dose-only effect, or a change in a side signal; the % refers to the signal ratio;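 note: the direction sought is a rising ratio; 0% = basal untreated cells and 100% = reference inhibitor full response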
#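 Luminescence ratio of IκBα-fused green versus native red beetle luciferase in OCI-Ly3 cells, 4 h post-doxycycline with compound; red signal alone, scaled from basal (0%) to zero light (-100%), flagged nonspecific or cytotoxic effects.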
# p53ts 32C tox – cytotoxicity in p53ts cells at permissive temperature | H1299-p53A138V at 32C, ATP luminescence viability, 24 h | Potency, µM (highest dose often 46.1 µM), without a hit: top-dose activity change, negative = cytotoxicity, usual class: cytotoxic | 0.93% of 130,000 active | AID 924;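 note: 0% = DMSO and -100% = full killing by reference compound; nearly all actives have a fitted effect of over 55% in size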
#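 H1299-p53 A138V cells (temperature-sensitive p53) exposed 24 h to up to 46 uM compound at 32C, where p53 is wild-type in conformation. Viability read as ATP luminescence and normalised to DMSO and 100 uM tamoxifen. AC50 fitted with the Hill equation.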
# p53ts 39C tox – kills p53ts cells at the nonpermissive temperature | H1299-p53A138V viability at 39C, ATP luminescence, 24 h | 1.5% of 130,000 active | Potency, µM (top dose mostly 46.1 µM), for inactives: top-dose activity change, negative = cell killing, hits mostly cytotoxic; note: nearly all actives have a fitted effect of over 55% in size
# An asterisk follows results filed as active; u = inconclusive; x = no result given; [ ] = another dose, or the depositor's remark. Unless noted, calls come from the whole dose curve; as a rule, active = well fitted curve in the direction sought with a large enough effect; inconclusive = small, poorly fitted or top-dose-only effect, or another doubt; inactive = no such curve, though single readings can be large; an effect the other way counts as inactive or inconclusive. Unless noted, % is set by controls: 0 for no effect and ±100 for the full control effect; potency is the fitted concentration of half-maximal effect. Not a hit list (roughly 1.7% active in at least one column).
SMILES | Peg3 imprint | IkB signaling | p53ts 32C tox | p53ts 39C tox
CCn1nc(C)c(Oc2ccccc2O)c1C | x | u | -11% | 6%
Cc1c(C(=O)NCc2ccc(Cl)cc2)sc2nc3n(c(=O)c12)CCC3 | 22%[10.9 µM] | -0.2% | 4% | 0%
CCOc1ccc(OCC)c(NC(=O)C2CCCN(S(=O)(=O)c3c(C)noc3C)C2)c1 (stereo unspecified) | 3% | 0.8% | 2% | -2%
Cc1ccccc1C(=O)Nc1nnc(S(=O)(=O)N2c3ccccc3CC2C)s1 (stereo unspecified) | -10%[10.9 µM] | -0.3% | 8% | -19%
CC(C)NC(=O)N1CC2(CCN(S(=O)(=O)c3ccccc3)CC2)C1 | x | 0.8%[11.4 µM] | 1% | -9%
COCCCNC(=O)c1cc(-c2cccnc2)nc2ccc(S(=O)(=O)N3CCC(C)CC3)cc12 | -6%[10.9 µM] | -2.1% | 19% | 9%
N#Cc1c2c(c(NCCN3CCOCC3)n3c1nc1ccccc13)CCCC2 | -11% | -2.6% | 0% | 4%
O=C(C1CCC1)N1CCc2cc(S(=O)(=O)N3CCN(c4ccccn4)CC3)ccc21 | -9% | 2.7% | 1% | -9%
COc1cccc(NC(=O)CCN2CCN(c3ccccc3)CC2)c1 | -10%[10.9 µM] | 12% | 10% | 30%
Brc1ccc2nc(SCCOc3ccccc3)[nH]c2c1 | -14%[10.9 µM] | -4.7% | 6% | u
COc1ccc2[nH]c(=O)c(CN(Cc3ccco3)C(=O)c3ccccc3)cc2c1 | -29% | 13% | 17% | 4%
CCC(C)C1C(C#N)=C(N)Oc2n[nH]c(-c3ccccc3)c21 (stereo unspecified) | -53%[inhibitor] | 6.8% | 15% | 6%
CCOc1ccc(N=Cc2c(O)cc(C)oc2=O)cc1 | -14% | 0.0% | -13% | 13%
CCn1cc(C(=O)NCc2ccccc2)c(=O)c2cc(S(=O)(=O)N3CCc4ccccc4C3)ccc21 | 12%[10.9 µM] | 0.4% | 2% | -6%
CCOC(=O)Cn1c(=O)n(C2CCCCC2)c2nc(-c3cccc(C)c3)nc(C(N)=O)c21 | -11%[10.9 µM] | 1.0% | -11% | -20%
O=C(Cc1ccc(-c2ccccc2)cc1)NCCS(=O)(=O)N1CCN(c2cccc(Cl)c2)CC1 | -11%[10.9 µM] | 3.6% | -4% | -7%
Cc1ccc(C)c(NC(=O)c2cc(S(=O)(=O)NCCC3=CCCCC3)ccc2F)c1 | -4%[10.9 µM] | 3.1% | -10% | -13%
CCOc1ccc(CNC(=O)c2ccc3nc(CC)c(CC)nc3c2)cc1 | -10%[10.9 µM] | 2.9% | -8% | 1%
CCCOc1ccc(CNC(=O)Cn2cc3c(n2)-c2c(oc(C(=O)N4CCOCC4)c2C)CC3)cc1 | 10%[10.9 µM] | 2.0% | 5% | -4%
COc1cccc(C(O)CC(N)=O)c1 (stereo unspecified) | 4% | 2.3% | 4% | 9%
CCn1cc(C(=O)NCC2CCCO2)c(=O)c2cc(S(=O)(=O)N3CCCCC3)ccc21 (stereo unspecified) | -7% | 1.1% | -19% | 5%
CCCCSc1nnc(-c2ccc(NC(=O)CC)cc2)n1C | -15% | 0.2% | 4% | 11%
CCC(C)(C)NC(=O)C(c1ccccc1)N(C(=O)c1csnn1)C1CC1 (stereo unspecified) | x | x | -11% | -8%
CCOC(=O)c1cnc2nc(NCc3ccc(OCC)cc3)[nH]n2c1=O | 10%[10.9 µM] | 0.0% | -4% | 31%[activator]
COC(=O)Nc1nnc(CC(=O)Nc2ccccc2C)s1 | -2% | -0.3% | -1% | 4%
O=S(=O)(O)c1ccc(O)c2ncccc12.O=S(=O)(O)c1ccc(O)c2ncccc12.[Zn] | -7%[10.9 µM] | 1.2%[11.4 µM] | 8%[9.22 µM] | 5%[9.22 µM]
COc1ccc(C(=O)COC(=O)Cn2nnc3ccccc32)cc1Br | 5% | -0.4% | 3% | -1%
CCOC(=O)N1CCN(c2c(F)cc3[nH]c(=S)[nH]c3c2Br)CC1 | -39%[inhibitor] | u | u | u
CCOCCc1nnc(NC(=O)C(=O)c2cc(C)n(-c3ccc(C)c(C)c3)c2C)s1 | -7%[10.9 µM] | u | 7% | -14%
O=C(O)Cc1ccc(C(=O)c2cccs2)s1 | -55%[inhibitor] | -8.2% | 1% | 1%

# Random excerpt: 5 entries already listed.
SMILES | Peg3 imprint | IkB signaling | p53ts 32C tox | p53ts 39C tox
CCOC(=O)N1CCN(c2c(F)cc3[nH]c(=S)[nH]c3c2Br)CC1 | -39%[inhibitor] | u | u | u
CCOCCc1nnc(NC(=O)C(=O)c2cc(C)n(-c3ccc(C)c(C)c3)c2C)s1 | -7%[10.9 µM] | u | 7% | -14%
N#Cc1c2c(c(NCCN3CCOCC3)n3c1nc1ccccc13)CCCC2 | -11% | -2.6% | 0% | 4%
COc1cccc(C(O)CC(N)=O)c1 (stereo unspecified) | 4% | 2.3% | 4% | 9%
CCCOc1ccc(CNC(=O)Cn2cc3c(n2)-c2c(oc(C(=O)N4CCOCC4)c2C)CC3)cc1 | 10%[10.9 µM] | 2.0% | 5% | -4%

# More entries
SMILES | Peg3 imprint | IkB signaling | p53ts 32C tox | p53ts 39C tox
CCOc1ccc(CCNC(=O)c2nnc(Cc3ccc(Cl)cc3Cl)o2)cc1OCC | -6%[10.9 µM] | u | 11% | -17%
CCOc1ccc(C(=O)Nc2ccc3nc(SCC(=O)N(C)c4ccccc4)sc3c2)cc1 | -14%[10.9 µM] | u | -14% | 1%
Cc1ccc(NC(=O)Cn2c(=O)n(-c3ccccc3)c(=O)c3ccc(C(=O)NCc4ccc5c(c4)OCO5)cc32)c(C)c1 | -9%[10.9 µM] | 7.7% | u | 7.9µM*
CCc1ccc2nc(N(Cc3cccnc3)C(=O)Cc3ccccc3)sc2c1 | 15%[10.9 µM] | u | 2% | -6%
COc1cc(Cl)c(C)cc1NC(=O)c1cn(C2CCCC2)c(=O)c2c1c1ccccc1n2C | -7%[10.9 µM] | u | 4% | -5%
COc1cc(CN(C(=O)c2cccc(Cl)c2)c2ccccn2)cc(OC)c1OC | -8%[10.9 µM] | u | -2% | 25%
COC(=O)Cn1c(=O)sc2ccccc21 | -10% | -0.2% | -4% | -11%
CCOC(=O)c1c(S(=O)(=O)N2CCCC(C(=O)NCc3cccc(OC)c3)C2)c(C)n(C)c1C (stereo unspecified) | 14%[10.9 µM] | -2.5% | 4% | 0%
CC1CN(Cc2nc3c(c(=O)n(C)c(=O)n3C)n2CC(=O)c2ccccc2)CC(C)O1 (stereo unspecified) | 0% | -0.3% | 14% | -2%
O=C(CCn1ccc2cc(S(=O)(=O)N3CCCC3)ccc21)NCc1ccccc1Br | -8%[10.9 µM] | u | -8% | -7%
Fc1ccc(NCc2cccn2-c2nnc(N3CCOCC3)s2)cc1 | -5%[10.9 µM] | u | -6% | 30%[activator]
O=C(NC1CC1)c1ccc2c(c1)ncn2C1CCCC1 | -10% | u | -7% | -10%
CN(C(=O)CSc1nnc(-c2ccc([N+](=O)[O-])cc2)o1)C1CCCCC1 | -7%[10.9 µM] | 0.4% | -1% | 10%
CCC(C)(C)n1nnnc1C(c1cccnc1)N1CCCc2ccccc21 (stereo unspecified) | x | -1.6% | 1% | 10%
CCN1C(=O)c2ccccc2S(=O)c2ccc(C(=O)NC3CC3)cc21 (stereo unspecified) | -4% | -2.9% | 0% | 7%
COc1ccc(Cn2c(=O)c3oc4ccccc4c3n(Cc3ccc(Cl)cc3)c2=O)cc1 | 18%[10.9 µM] | -0.7% | -5% | -3%
O=C(NC1CCCC1)c1ccc(Br)s1 | x | x | -6% | -12%
O=C(NCc1ccco1)C1CCCN(S(=O)(=O)c2cccc3nsnc23)C1 (stereo unspecified) | -7% | 5.0% | 3% | -6%
COc1ccc(-c2nnn(CC(=O)NC3CCCc4ccccc43)n2)cc1OC (stereo unspecified) | -10% | 1.3% | -21% | -10%
COc1ccc(S(=O)(=O)N2CCC(C(=O)N3CCOCC3)CC2)cc1OC | 1% | -1.9% | -4% | -9%
Cc1c(Br)cc(-c2nnco2)cc1Br | 15% | -1.0% | 7% | -7%
CCOc1ncccc1C(=O)OCc1cc(=O)n2c(n1)sc1ccccc12 | 0% | -0.7% | 2% | 15%
Cc1ccc(NC(=O)C(C)n2nnc3sc4c(c3c2=O)CCCC4)cc1Cl (stereo unspecified) | -15%[10.9 µM] | u | -2% | -5%
COc1ccc(-c2nc3ccccc3c(=O)n2CCCn2ccnc2)cc1 | -1% | 1.2% | -20% | -20%
Cc1ccc(C2C(C#N)=C(N)Oc3cc4c(cc32)OCO4)cc1 (stereo unspecified) | -13% | u | -3% | -12%
Cn1ncc2c1ncn1c(-c3ccccc3Cl)nnc21 | -11% | -1.2% | 3% | 8%
CC(=O)NC1C(=O)N=C(SCC(=O)NCc2ccccc2)NC1=O (stereo unspecified) | 3% | -0.8% | -5% | 11%
Cc1c(NC(=O)Cn2cnc3c(=O)n(C)c(=O)n(C)c32)cccc1-c1nc2ccccc2o1 | -1% | 2.6% | -11% | 1%
Cc1onc(-c2ccccc2Cl)c1C(=O)Nc1ccc(CN2CCCC2)cc1 | -11% | 1.3% | 0% | -10%
CCOC(=O)c1cccc(NC(=O)CCSCCc2ccccn2)c1 | -8%[10.9 µM] | -0.3% | 10% | -2%

# Of the compounds above, these have an NH in an aromatic ring.
SMILES | Peg3 imprint | IkB signaling | p53ts 32C tox | p53ts 39C tox
Brc1ccc2nc(SCCOc3ccccc3)[nH]c2c1 | -14%[10.9 µM] | -4.7% | 6% | u
COc1ccc2[nH]c(=O)c(CN(Cc3ccco3)C(=O)c3ccccc3)cc2c1 | -29% | 13% | 17% | 4%
CCC(C)C1C(C#N)=C(N)Oc2n[nH]c(-c3ccccc3)c21 (stereo unspecified) | -53%[inhibitor] | 6.8% | 15% | 6%
CCOC(=O)c1cnc2nc(NCc3ccc(OCC)cc3)[nH]n2c1=O | 10%[10.9 µM] | 0.0% | -4% | 31%[activator]
CCOC(=O)N1CCN(c2c(F)cc3[nH]c(=S)[nH]c3c2Br)CC1 | -39%[inhibitor] | u | u | u

# Going on with the list.
SMILES | Peg3 imprint | IkB signaling | p53ts 32C tox | p53ts 39C tox
CCCc1ccc(Oc2cn[nH]c2-c2ccc(O)cc2O)cc1 | -23% | u | 7% | 15%
N#Cc1ccc(CN2CCC3(CC2)CCN(S(=O)(=O)c2ccccc2)CC3)cc1 | x | 2.0%[11.4 µM] | -16% | -21%
COc1cc2[nH]c(=O)n3nc(-c4ccccc4)nc3c2cc1OC | -6% | -1.5% | 3% | 7%
Cc1c(C2=CCN(S(=O)(=O)c3ccc(Cl)cc3)CC2)c2ccccc2n1CC(=O)N1CCCC1 | -22%[10.9 µM] | 0.2% | 4% | -2%
CCOC(=O)Cn1c(CN2CCN(c3cccc(Cl)c3)CC2)nc2c1c(=O)[nH]c(=O)n2C | -16% | 2.4% | -8% | 13%
O=C(COc1ncnc2ccccc12)NCCCN1CCCC1=O | 1% | 0.4% | 11% | 18%
COc1ccccc1CNC(=O)CN(C)c1nn2c(=O)cc(C)nc2s1 | -12%[10.9 µM] | 0.2% | -3% | 2%
CCOC(=O)c1c(C)oc2ccc(O)c(CN3CCCCC3)c12 | -5% | -3.2% | -12% | -3%
O=C(Nc1ccc2c(c1)OCCO2)c1ccc(CN2CCOCC2)cc1 | -20% | 3.8% | u | u
C[C@@H]1CC2(OC[C@]3(C)O[C@H]23)O[C@H]2C[C@@]3(C)[C@@H]4CC[C@H]5C(C)(C)C(O[C@@H]6OC[C@@H](O)[C@H](O)[C@H]6O)CC[C@@]56C[C@@]46CC[C@]3(C)[C@@H]12 (stereo partly specified) | 0% | 0.2% | 1%[1.84 µM] | 2%
Cc1ccc(N2CC(NC(=O)c3ccc(S(=O)(=O)N4CCCC4)cc3)CC2=O)cc1C (stereo unspecified) | -6%[10.9 µM] | -0.5% | 8% | -5%
O=C(Nc1ccccc1)Nc1nncs1 | -44%[inhibitor] | -1.0% | 2% | 5%
COc1ccc(OC(=O)c2nc(SCc3ccccc3C)ncc2Cl)cc1 | -19%[10.9 µM] | -0.6% | -4% | -5%
CCCN(C(=O)c1cn(CC(C)C)c(=O)c2cc(OC)c(OC)cc12)c1cccc(C)c1 | -5%[10.9 µM] | u | 1% | -11%
COc1ccc(-c2cc(-c3cccs3)c(C#N)c(SCC(=O)NCc3ccco3)n2)cc1 | -21% | -1.3% | 4% | -1%
Cc1noc(C)c1CSc1ncnc2sc(C)c(C)c12 | -9% | -2.1% | -10% | -9%
